TRPC6 activator: activates the mouse TRPC6 cation channel; Q61143; HEK293-TRPC6 membrane potential dye fluorescence; hits give high values; B-score at 10 µM; 310,000 tested, 0.13% active; AID 2550;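 active = B-score of the integrated fluorescence ratio above library mean plus 3 SD, and starting fluorescence ratio within library mean plus 5 SD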;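 also: higher score means more depolarization so channel activation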
ANO1 activ: mouse TMEM16A channel activation, primary screen; HEK293 TMEM16A/YFP-H148Q/I152L, iodide quench fluorescence; hits give low values; Q8BHY3; B-score at 10 µM; 340,000 tested, 0.3% active; AID 623877;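 active = fluorescence-ratio B-score plate-corrected deviation score at least 3 library SD below zero, with starting fluorescence score within 5 deviations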;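 also: channel opened by trigger with iodide after compound preincubation; score built on the fluorescence ratio of max minus min over baseline; more negative score means more quench and so TMEM16A activation or potentiation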
TRPC4 block: TRPC4 (mouse) channel inhibition | 300,000 tested, 0.39% active | AID 2247 | B-score at 10 µM | Q9QUQ5 | HEK293 TRPC4beta/mu-opioid, DAMGO-evoked Fluo4 calcium flux; hits give low values;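 active = B-score over 3 SD under the library average, no early fluorescence shift, positive overall ratio signal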
Target sequence (Q9QUQ5 whole entry, looked up): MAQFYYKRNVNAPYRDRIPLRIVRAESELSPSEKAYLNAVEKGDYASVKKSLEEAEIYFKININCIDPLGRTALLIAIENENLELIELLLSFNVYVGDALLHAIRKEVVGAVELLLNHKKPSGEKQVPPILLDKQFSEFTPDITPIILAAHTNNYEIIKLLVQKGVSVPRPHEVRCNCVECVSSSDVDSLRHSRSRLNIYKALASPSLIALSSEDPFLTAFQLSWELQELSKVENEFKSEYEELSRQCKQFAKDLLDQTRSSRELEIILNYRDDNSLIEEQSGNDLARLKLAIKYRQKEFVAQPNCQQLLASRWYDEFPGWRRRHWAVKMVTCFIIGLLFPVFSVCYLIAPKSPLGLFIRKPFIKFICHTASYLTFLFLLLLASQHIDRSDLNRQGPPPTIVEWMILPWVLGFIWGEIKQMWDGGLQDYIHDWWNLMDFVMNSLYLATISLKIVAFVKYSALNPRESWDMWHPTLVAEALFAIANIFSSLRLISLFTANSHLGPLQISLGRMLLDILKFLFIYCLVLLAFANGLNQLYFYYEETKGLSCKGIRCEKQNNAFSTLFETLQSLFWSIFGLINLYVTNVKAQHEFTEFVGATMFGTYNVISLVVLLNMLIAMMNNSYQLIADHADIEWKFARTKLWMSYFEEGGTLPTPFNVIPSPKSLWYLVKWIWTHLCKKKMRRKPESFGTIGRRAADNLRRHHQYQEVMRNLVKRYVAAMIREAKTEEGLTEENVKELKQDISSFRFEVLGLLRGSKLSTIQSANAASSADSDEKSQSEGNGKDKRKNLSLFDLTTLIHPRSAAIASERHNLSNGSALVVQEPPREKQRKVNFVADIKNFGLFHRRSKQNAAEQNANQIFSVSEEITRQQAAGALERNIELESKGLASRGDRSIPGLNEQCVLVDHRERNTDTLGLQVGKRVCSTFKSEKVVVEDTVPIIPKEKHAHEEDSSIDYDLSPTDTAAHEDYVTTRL
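Signal: kinetic Fluo4 fluorescence imaging of calcium influx. Material: stable TRPC4beta/mu-opioid receptor HEK293 cells. Probe or stimulus: DAMGO in two steps, submaximal then maximal.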
TRPC4 act: activators of mouse TRPC4 channel; Q9QUQ5; HEK293 TRPC4beta/mu-opioid, Fluo4 calcium fluorescence; hits give high values; B-score at 10 µM; 310,000 tested, 0.49% active; AID 2237;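 active = B-score above 5 SD of library B-scores, and initial fluorescence ratio not above library mean plus 5 SD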;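 also: positive B-score marks a calcium rise read as TRPC4 activation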
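Assay system: HEK293 stable line with TRPC4beta plus mu-opioid receptor. Times: dye 45 min RT, read 110 s. Measured by: kinetic Fluo4 calcium fluorescence. Measure: B score of integrated ratio. Controls: assay buffer as low control, maximal DAMGO as high control.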
TRPC6 inh: blocks the mouse TRPC6 cation channel; 310,000 tested, 1.1% active; HEK293-TRPC6, membrane potential dye, ACh-evoked depolarization; hits give low values; Q61143; AID 2553; B-score at 10 µM;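 active = B-score under library mean minus 3 SD, initial fluorescence not abnormally high, positive integrated signal ratio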;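 also: B-score derived from integrated fluorescence ratio over the kinetic read; more negative B-score means stronger inhibition of depolarization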
TRPC4 PAM: allosterically enhances the mouse TRPC4 cation channel; 310,000 tested, 0.42% active; B-score at 10 µM; AID 2227; HEK293 TRPC4beta/mu-opioid, DAMGO EC20, Fluo-4 Ca2+ flux; hits give high values; Q9QUQ5;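 active = B-score of calcium response area above 5 SD of library B-scores, with initial fluorescence ratio within 5 SD of library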;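 also: B-score of integrated fluorescence ratio over time as area under calcium response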
MrgX1 antagonist: antagonists of human MrgX1 receptor | MRGX1-HEK293 calcium flux, Fluo-4, BAM8-22 antagonism; hits give low values | B-score at 10 µM | Q96LB2 | 310,000 tested, 1.3% active;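 active = calcium-response B-score plate-corrected more than 3 library SD below zero, starting fluorescence within 5 deviations, no agonist response on first addition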;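 also: peak minus trough fluorescence over baseline after final BAM8-22 challenge near maximal dose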
RGS4 inh: inhibitors of human RGS4. P49798. HEK293 M3R/RGS4 inducible, Fluo-4 calcium flux; hits give high values; triggered by carbachol at its EC20. B-score at 10 µM. 310,000 tested, 0.45% active. AID 463165;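 active = B-score, a plate-corrected calcium signal, over three deviations above library mean, with baseline fluorescence within five deviations of library mean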;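 also: RGS4 expression induced by doxycycline in cells with stable M3 receptor; B-score is computed from the integrated fluorescence ratio over baseline after carbachol; higher B-score means a larger calcium signal and so more RGS4 inhibition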
ANO1 block: mouse TMEM16A channel inhibition, primary screen; AID 588511; HEK293 TMEM16A/YFP iodide influx fluorescence, ionomycin; Q8BHY3; normalized B-score (activity score, 25-100; higher = stronger inhibition) at 10 µM; 310,000 tested, 1.2% active;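 active = ratio plate-corrected score three or more library SD toward inhibition, starting fluorescence score within five deviations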;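 also: score derived from kinetic fluorescence span divided by baseline fluorescence per well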
MrgX1 PAM: allosterically activates human MrgX1 receptor signaling. Q96LB2. MrgX1-HEK293, Fluo-4 calcium flux, FDSS; hits give high values. B-score at 10 µM. 310,000 tested, 0.63% active. AID 588675;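 active = plate-corrected calcium response at least 3 library SD above typical, normal starting fluorescence, not activating the receptor alone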;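 also: compound read alongside a low EC10 to EC30 dose of BAM8-22 agonist; peak minus trough fluorescence over baseline measured at the second addition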
MrgX1 ag: agonists of human MrgX1 receptor. MrgX1-HEK293 cells, Fluo-4 calcium fluorescence, agonist mode; hits give high values. Q96LB2. AID 588627. 310,000 tested, 0.44% active. B-score at 10 µM;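 active = calcium response B-score plate-corrected fluorescence ratio at least 3 library SD, with starting fluorescence B-score inside 5 SD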
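Test system: HEK293 cells stably expressing human MrgX1 receptor; amount: 15,000 cells per well; doses: compound delivered in addition one of three; times: overnight plating before 1 h dye loading; detection: Fluo-4 NW calcium-flux fluorescence, kinetic read; read-out basis: B-scored fluorescence response ratio; controls: positive and negative controls per plate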
* hit, by the source's call; i = inactive; . = not tested or not shown. An unsorted share of the library; any-hit rate near 5.8%.

SMILES | TRPC6 activator | ANO1 activ | TRPC4 block | TRPC4 act | TRPC6 inh | TRPC4 PAM | MrgX1 antagonist | RGS4 inh | ANO1 block | MrgX1 PAM | MrgX1 ag
CCOc1ccc(CN(C)CC(=O)Nc2ccc3c(c2)CCC3)cc1OC | i | i | . | i | i | i | i | i | i | i | i
O=C(/C=C/c1ccco1)NCCCN1CCOCC1 | i | i | i | i | i | i | i | i | i | i | i
CC1(C)CC(NC(=O)COc2cc3oc(=O)c4c(c3cc2Cl)CCC4)CC(C)(C)N1 | i | i | i | i | i | i | i | i | i | i | i
O=[N+]([O-])c1ccc(O)c(C=Nc2ccc3c(c2)OCO3)c1 | i | i | i | i | i | i | i | i | i | i | i
O=C(Nc1nc(-c2ccccc2)c(C(=O)c2ccccc2)s1)c1ccc(S(=O)(=O)N2CCCCC2)cc1 | i | i | i | i | i | i | i | i | i | i | i
CCOc1cccc(CN2CCC(CCC(=O)NC3CC3)CC2)c1O | i | i | i | i | i | i | i | i | i | i | i
CCC1Sc2ccc(S(=O)(=O)CCC(=O)Nc3cccc(Br)c3)cc2NC1=O (configuration not stated) | i | i | i | i | i | i | i | i | i | i | i
COc1cc(OC)cc(C(=O)NCc2n[nH]c(=S)n2-c2ccccc2)c1 | i | i | i | i | i | i | i | i | i | i | i
COc1ccc(Cc2nc(C(=O)Nc3ccccc3)cs2)cc1 | i | i | i | i | i | i | i | i | 100* | i | i
O=C(CN(Cc1ccccc1)C(=O)c1ccc2c(c1)OCCO2)NCc1ccc2c(c1)OCO2 | i | i | i | i | i | i | i | i | i | i | i
O=C(NCc1cc(Br)cc(Br)c1OC(=O)c1ccccc1[N+](=O)[O-])c1ccccc1 | i | i | i | i | i | i | i | i | i | i | i
C=C(C)CN(CC)C(=O)CSc1nc(O)cc(=O)n1C1CCCC1 | i | i | i | i | i | i | i | i | i | i | i
O=C(OCn1nnc2ccccc2c1=O)C1COc2ccccc2O1 (configuration not stated) | i | i | i | i | i | i | i | i | i | i | i
N#CC1=C2SCN(Cc3ccco3)CN2C(=O)CC1c1cccc2ccccc12 (configuration not stated) | i | i | i | i | i | i | i | i | i | i | i
FC(F)(F)c1nc(SCc2ccc(Cl)cc2Cl)n[nH]1 | i | i | i | i | i | i | i | i | i | i | i
Cc1cc(NS(=O)(=O)c2ccc(C3CCCCC3)cc2)no1 | i | i | i | i | i | i | i | i | i | i | i
CCOc1ccc(-c2cc(C(=O)Nc3ccc4c(c3)OCCO4)c3ccccc3n2)cc1 | i | i | i | i | i | i | i | i | i | i | i
Cc1ccccc1C1=Nn2c(nnc2-c2ccco2)SC1 | i | i | i | i | i | i | i | i | i | i | i
CCn1c(O)c(/C=C2\C=NN=C2c2ccccc2)sc1=S | i | i | i | i | i | i | i | i | i | i | i
COc1cc(/C=N/NC(=O)c2ccncc2)ccc1OCC(=O)Nc1ccccc1 | i | i | i | i | i | i | i | i | i | i | i
COc1ccc(CCNC(=O)CNS(=O)(=O)c2cccs2)cc1OC | i | i | i | i | i | i | i | i | i | i | i
COc1ccc(S(=O)(=O)N2CCOc3ccccc32)cc1 | i | i | i | i | i | i | i | i | i | i | i
CCOC(=O)N1CCN(C(=O)CCNS(=O)(=O)c2ccc(C)c(C)c2)CC1 | i | i | i | i | i | i | i | i | i | i | i
Nc1nc(N)nc(-c2ccc(Cl)cc2)n1 | i | i | i | i | i | i | i | i | i | i | i
CC(C)(C)OC(=O)N1CCC(CC2CC(c3ccccc3)=NO2)(C(=O)NCc2ccccc2)CC1 (configuration not stated) | . | i | . | . | . | . | i | . | i | i | i
CCNc1nc(NC(C)C)nc(N(C#N)C(C)C(=O)N(C)C)n1 (configuration not stated) | i | i | i | i | i | i | i | i | i | i | i
COCC(=O)N(Cc1cc2cc(OC)ccc2[nH]c1=O)c1ccc(C)cc1 | i | i | i | i | i | i | i | i | i | i | i
COc1ccc(OC)c(S(=O)(=O)n2cccn2)c1 | i | i | i | i | i | i | i | i | i | i | i
COc1ccc(C(CNC(=O)COc2cc(C)c(Cl)c(C)c2)N2CCCCC2)cc1 (configuration not stated) | i | i | i | i | i | i | i | i | i | i | i
O=C(NCCc1ccccc1)c1cc2ccccc2oc1=O | i | i | i | i | i | i | i | i | i | i | i

Other records
SMILES | TRPC6 activator | ANO1 activ | TRPC4 block | TRPC4 act | TRPC6 inh | TRPC4 PAM | MrgX1 antagonist | RGS4 inh | ANO1 block | MrgX1 PAM | MrgX1 ag
CC1CC(N(C(=O)c2ccco2)c2ccccc2)c2ccccc2N1 (configuration not stated) | i | i | i | i | i | i | i | i | i | 6.5* | i
COc1ccc(CCNC(=O)Cc2cc(=O)[nH]c(=O)[nH]2)cc1OC | i | i | i | i | i | i | i | i | i | i | i
C[C@H](Nc1ncnc2sc3c(c12)CCC3)C(=O)O | i | i | i | i | i | i | i | i | i | i | i
CC(=O)N1CCC(C(=O)Nc2ccc(S(=O)(=O)NCCc3ccccc3)cc2)CC1 | i | i | i | i | i | i | i | i | i | i | i
CCCCN(CC)CCCNC(=O)CN1C(=O)CSc2ccc(S(=O)(=O)N3CCOCC3)cc21 | i | i | i | 55* | i | i | i | i | i | i | i
COc1ccc(C/C(C)=N/NS(=O)(=O)c2ccc(Br)cc2)cc1 | i | i | i | i | i | i | i | i | i | i | i
CCN(CC)CCNC(=O)c1cccc(NC(=O)C(=O)c2cc(Br)ccc2NC(C)=O)c1 | i | i | i | i | i | i | i | i | i | i | i
Cc1cc2oc(=O)cc(CN3CCOCC3)c2cc1O | i | i | i | i | i | i | i | i | i | i | i
COc1ccc(CNC(=O)C2CC(C)=CCC2C(=O)O)cc1 (configuration not stated) | i | i | i | i | i | i | i | i | i | i | i
CCCCN(CC)C(=S)Nc1ccc2nc(N3CCN(C)CC3)cc(C)c2c1 | i | i | i | i | i | i | i | i | i | i | i
O=C1Cc2cc([N+](=O)[O-])ccc2N1c1c(Cl)cccc1Cl | i | i | i | i | i | i | i | i | i | i | i
CC(C)C(=O)N(c1cc2sc(=O)oc2c2ccccc12)S(=O)(=O)c1cccs1 | i | i | i | i | i | i | i | i | i | i | i
COc1cc(/C=N/NC(=O)NC2CCCCC2)ccc1O | i | i | i | i | i | i | i | i | i | i | i
COc1cc(NC(C)CCCN)c2ncccc2c1 (configuration not stated) | i | i | i | 181* | i | i | i | i | i | i | i
CC(=O)Nc1ccc(S(=O)(=O)N2CCN(c3ccccn3)CC2)cc1 | i | i | i | i | i | i | i | i | i | i | i
Cc1cc(C)c(C#N)c(SCC(=O)c2ccc(Cl)cc2Cl)n1 | i | i | i | i | i | i | i | i | i | i | i
CCOc1cc(C(c2c(C)[nH][nH]c2=O)c2c(C)[nH][nH]c2=O)cc(Cl)c1O | i | i | i | i | i | i | i | i | i | i | i
C=CCn1cnc2c(nnn2-c2ccc(C)c(Cl)c2)c1=O | i | i | i | i | i | i | i | i | i | i | i
CC(C)(C)C(=O)Nc1nc(-c2ccc3c(c2)OCO3)cs1 | i | i | i | i | i | i | i | i | i | i | i
COc1cccc(C(=O)Oc2cc(C)[nH]c(=O)c2[N+](=O)[O-])c1 | i | i | i | i | i | i | i | i | i | i | i
CC(=O)Nc1cccc(NC(=S)Nc2cccc(Cl)c2Cl)c1 | i | i | i | i | i | i | i | i | i | i | i
CCc1cccc(C)c1NC(=O)C1CCN(C(=O)c2ccc([N+](=O)[O-])cc2)CC1 | i | i | i | i | i | i | i | i | i | i | i
CC(C)C(=O)Nc1ccc(C(=O)N2CCN(C(=O)c3ccco3)CC2)cc1 | i | . | i | i | i | i | . | i | . | . | .
O=[N+]([O-])c1ccc2nonc2c1Nc1cccc(F)c1 | i | i | i | i | i | i | i | i | i | i | i
CSC(=N/N=C(\N)c1cnccn1)SC | i | i | i | i | i | i | i | i | i | i | i
COc1cccc(Cn2cnc3c([N+](=O)[O-])c(C)c(C)cc32)c1 | i | i | i | i | i | i | i | i | i | i | i
Nc1nnnn1/N=C/c1cc(Cl)cc(Cl)c1O | i | i | i | i | i | i | i | i | i | i | i
COc1cccc(C(=O)/C=C/c2ccc(SC)cc2)c1 | i | i | i | i | i | i | i | i | i | i | i
COc1ccc2[nH]c(C)c(CCNC(=S)Nc3ccc(F)cc3)c2c1 | i | i | i | i | i | i | i | i | i | i | i
Cc1cc(C)cc(NC(=S)N2CCC(NC(=O)c3ccco3)CC2)c1 | i | i | i | i | i | i | i | i | i | i | i

Remaining list, next part
SMILES | TRPC6 activator | ANO1 activ | TRPC4 block | TRPC4 act | TRPC6 inh | TRPC4 PAM | MrgX1 antagonist | RGS4 inh | ANO1 block | MrgX1 PAM | MrgX1 ag
O=C(N/N=C/C1CC2C=CC1C2)c1ccccc1O (configuration not stated) | i | i | i | i | i | i | i | i | i | i | i
Cc1ccc(OCC(=O)O/N=C(\N)c2ccncc2)cc1C | i | i | i | i | i | i | i | i | i | i | i
O=C(c1ccco1)N1C(=O)c2cccc3cccc1c23 | . | i | . | . | . | . | i | . | i | i | i
Cc1onc(-c2c(Cl)cccc2Cl)c1C(=O)NN1CCCCCC1 | i | i | i | i | i | i | i | i | i | i | i
COc1ccc(-c2nnc(OCc3nc4ccccc4n3C)c3ccccc23)cc1 | i | i | i | i | i | i | i | i | i | i | i
O=C(O)CCCNc1n[nH]c(=O)[nH]c1=O | i | i | i | i | i | i | i | i | i | i | i
CC(=O)Nc1cc2c3c(c1)CCC(=O)N3CCC2 | i | i | i | i | i | i | i | i | i | i | i
CCCCn1c(SCC(=O)N(C)C)nnc1-c1ccncc1 | i | i | i | i | i | i | i | i | i | i | i
Cc1cccc(-c2nnc(SCc3nc4ccccc4[nH]3)n2Cc2ccco2)c1 | i | i | -7* | i | i | i | i | i | i | i | i
CC(C)(C)C(=O)Nc1nnc(SCC(=O)Nc2nccs2)s1 | i | i | i | i | i | i | i | i | i | i | i
O=C(CSCc1c[nH]c(=O)[nH]c1=O)OCC(=O)c1ccc(Br)cc1 | i | i | i | i | i | i | i | i | i | i | i
Cc1ccc(Nc2nc(CSc3nnnn3-c3ccccc3)cc(=O)[nH]2)cc1 | i | i | i | i | i | i | i | i | i | i | i
CCCCn1c(-c2ccccc2)cnc1SCC(=O)NCCc1ccc(OC)c(OC)c1 | i | i | i | i | i | i | i | i | i | i | i
